AMA1 RON2 block: qHTS for Inhibitors of AMA1-RON; Towards Development of Antimalarial Drug Lead: Primary Screen; Plasmodium falciparum AMA1 (3D7) - RON2 peptide interaction; AlphaScreen AMA1-biotinylated RON2 peptide binding; Potency, µM (top dose mostly 58.2 µM), for the others: top-dose activity change, negative = inhibition, hits mostly inhibitors; hit rate 0.2% among 360,000; AID 720542, 2013;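 further: potency means the concentration at half of the fitted maximal effect; 0% = vehicle wells and -100% = peptide control; nearly all actives have a fitted effect of over 45% in size; some results filed as inactive show a strong effect at the top dose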
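AMA1 (3D7) with his tag at 25 nM final met compounds first, then biotinylated RON2 peptide at 25 nM; detection used donor plus acceptor beads, 10 µg/mL apiece, read by AlphaScreen after 30 min at room temperature.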
AmpC inh no detg: qHTS Inhibitors of AmpC Beta-Lactamase (assay without detergent); P00811; AmpC nitrocefin hydrolysis, absorbance 480 nm, 0.0001% Triton; Potency, µM (titrated, usually from 57.1 µM), for inactives: at the highest dose activity change, negative = inhibition, usual class: inhibitors; hit rate 0.52% among 330,000;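 further: potency means the concentration at half of the fitted maximal effect; plate controls were no compound for no effect and no enzyme for full effect; nearly all actives have a fitted effect of over 20% in size; some results filed as inactive show a strong effect at the top dose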
Target sequence (P00811 whole entry, looked up): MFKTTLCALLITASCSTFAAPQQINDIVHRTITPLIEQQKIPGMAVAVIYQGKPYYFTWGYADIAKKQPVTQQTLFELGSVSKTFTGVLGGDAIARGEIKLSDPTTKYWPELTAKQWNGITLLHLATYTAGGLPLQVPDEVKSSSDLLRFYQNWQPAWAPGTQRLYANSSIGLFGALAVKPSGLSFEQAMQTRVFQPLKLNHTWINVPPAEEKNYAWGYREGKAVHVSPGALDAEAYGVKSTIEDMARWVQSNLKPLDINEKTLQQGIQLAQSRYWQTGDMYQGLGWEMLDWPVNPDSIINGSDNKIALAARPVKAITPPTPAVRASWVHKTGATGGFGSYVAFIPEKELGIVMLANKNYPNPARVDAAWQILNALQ
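20 mM phosphate pH 7.0 + 0.01% (detergent screen) or 0.0001% Triton X-100; 5.3 nM AmpC reagent; cpd preinc 15 min RT; nitrocefin (800 uM stock) to start; A480 q20 s × 4 min; Activity was normalised to no-enzyme and no-compound control wells.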
AmpC detergent: qHTS Inhibitors of AmpC Beta-Lactamase (assay with detergent); P00811; AmpC hydrolysis of nitrocefin, absorbance 480 nm, 0.01% Triton; Potency, µM (titrated, usually from 114 µM), for the others: at the highest dose activity change, negative = inhibition, most hits filed as inhibitors; hit rate 0.041% among 370,000;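 further: potency means the concentration at half of the fitted maximal effect; 0% = no-compound wells and -100% = no-enzyme wells; nearly all actives have a fitted effect of over 25% in size; some results filed as inactive show a strong effect at the top dose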
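AmpC (5.3 nM in the dispensed reagent) in 20 mM phosphate pH 7.0 with 0.01% (detergent screen) or 0.0001% Triton X-100 was preincubated with compounds for 15 min at room temperature. Nitrocefin was then added from an 800 uM solution, and hydrolysis was followed at 480 nm.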
LmPK inhibitor: qHTS Assay for Inhibitors of Leishmania Mexicana Pyruvate Kinase (LmPK) | purified LmPK, Kinase-Glo ATP luminescence, 1 h | Q27686 | Potency, µM (series often up to 57.5 µM), for inactives: at the top dose activity change, negative = inhibition, usual class: inhibitors | hit rate 0.37% among 290,000; further: potency means the concentration at half of the fitted maximal effect
Target sequence (Q27686 whole entry, looked up): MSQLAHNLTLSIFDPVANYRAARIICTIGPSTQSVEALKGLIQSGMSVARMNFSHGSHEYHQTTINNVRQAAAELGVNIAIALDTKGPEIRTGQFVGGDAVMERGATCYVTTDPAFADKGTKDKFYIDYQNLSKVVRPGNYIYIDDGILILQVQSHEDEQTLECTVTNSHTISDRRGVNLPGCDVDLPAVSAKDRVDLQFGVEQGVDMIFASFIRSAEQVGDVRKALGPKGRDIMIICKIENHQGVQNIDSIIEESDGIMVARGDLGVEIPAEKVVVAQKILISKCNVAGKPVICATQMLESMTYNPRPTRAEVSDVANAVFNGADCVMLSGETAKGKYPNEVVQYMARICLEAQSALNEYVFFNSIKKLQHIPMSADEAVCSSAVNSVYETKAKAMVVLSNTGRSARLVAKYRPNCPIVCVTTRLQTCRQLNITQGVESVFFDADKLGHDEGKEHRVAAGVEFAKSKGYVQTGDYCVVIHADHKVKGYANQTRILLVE
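Kinase-Glo luminescence read after 1 h RT reaction of 0.1 nM LmPK with 0.5 mM PEP and 0.1 mM ADP. Activity scaled between uninhibited and enzyme-free controls.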
Tb PYK inh: qHTS of Trypanosoma Brucei Inhibitors. TbPYK enzyme, Kinase-Glo Plus ATP luminescence, 45 min. Potency, µM (top dose mostly 76.8 µM), for inactives: at the highest dose activity, negative = inhibition, actives largely listed as inhibitors. hit rate 0.12% among 410,000; further: potency means the concentration at half of the fitted maximal effect; nearly all actives have a fitted effect of over 50% in size
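Glycolytic pyruvate kinase of T. brucei was incubated with substrate, test compound and 130 uM ADP for 45 minutes at room temperature. Luminescent Kinase-Glo Plus signal was measured after 10 minutes.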
HCMV antiviral: qHTS Assay for inhibitors of the human cytomegalovirus (HCMV); HFF cells, HCMV-luciferase reporter, 72 h; hits give low values; activity change, negative = inhibition, % at 57.5 µM; hit rate 4.5% among 410,000; in the data active means activity change below about -60%; inconclusive means no clear call, values can overlap the other calls; inactive means above about -39%
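Human foreskin fibroblasts infected with luciferase-reporter HCMV at MOI 1 PFU/cell, compounds at two doses. Luciferase measured 72 h post infection; normalized to buffer-only basal and Salinomycin (10uM) controls.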
Sm TGR inh: qHTS Assay for the Inhibitors of Schistosoma Mansoni Peroxiredoxins. AID 485364, 2010. Potency, µM (series often up to 114 µM), inactives show at the top dose activity change, negative = inhibition, usual class: inhibitors. hit rate 3% among 360,000. Schistosoma mansoni thioredoxin glutathione reductase (TGR), Q962Y6. purified TGR, DTNB reduction, TNB absorbance 405 nm; further: potency means the concentration at half of the fitted maximal effect; nearly all actives have a fitted effect of over 60% in size
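Kinetic colorimetric format: TGR-catalysed, NADPH-driven DTNB reduction monitored via TNB absorbance. Enzyme dispensed at 20 nM; compound exposure 15 min at room temperature before reaction start.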
The depositor's hits bear a star; ? = inconclusive; . = not tested or not shown; [ ] = dose if it differs, or a comment. Unless noted, the call rests on the fitted dose curve; in most records, active means well fitted curve in the direction sought with a large enough effect; inconclusive means small, poorly fitted or top-dose-only effect, or another doubt; inactive means no such curve, though single readings can be large; an effect the other way counts as inactive or inconclusive. Unless noted, on the % scale 0 is the no-effect control and ±100 the full control effect.

SMILES | AMA1 RON2 block | AmpC inh no detg | AmpC detergent | LmPK inhibitor | Tb PYK inh | HCMV antiviral | Sm TGR inh
COc1ccc(N2CCN(C(=O)CNC(=O)Cc3ccccc3)CC2)cc1 | -20% | -3% | 2% | 6% | 2% | 22 | 1%
Cc1onc(C(=O)N2CCOCC2)c1[N+](=O)[O-] | -8% | -18% | 0% | 2% | -6% | 5 | -35%
COCCn1c(N)c(N(Cc2ccccc2)C(=O)COc2ccccc2F)c(=O)[nH]c1=O | 8% | -22% | -2% | . | 3% | -4 | -16%
CC1CCN(C(=O)COc2coc(CN3CCc4ccccc43)cc2=O)CC1 | 6% | 26% | ? | . | 5% | -3 | -7%
Cc1ccccc1NC(=S)N1CCCC(c2nc3ccccc3[nH]2)C1 (centres undefined) | 3% | -15% | 4% | 5% | 3% | -7 | 0%
COC(=O)c1ccc(C(=O)N(C)C2CCCN(Cc3ccccc3F)C2)cc1 (centres undefined) | -2% | 23% | -4% | 1% | 3% | -1 | 7%
CC(=O)Nc1cccc(OC(=O)COc2ccc(Br)cc2)c1 | -5% | -38% | -12% | -1% | 6% | 24 | -19%
O=C(O)/C=C/C(=O)NNc1ccc([N+](=O)[O-])cc1 | 5% | -24% | 2% | ? | -28% | ? | ?
COC(=O)C[C@H]1c2cc(C(F)(F)F)ccc2S(=O)(=O)N1C(C)(C)C | 5% | . | . | . | -4% | -11 | .
O=c1cc(C(F)(F)F)nc(SCc2cccnc2)[nH]1 | 11% | -23% | ? | 0% | 11% | . | 2%
O=C(COC(=O)c1cccc(S(=O)(=O)Nc2ccc(F)cc2)c1)NCCN1C(=O)CSC1=O | 16% | -17% | -14% | . | -4% | -17 | 0%
CCOC(=O)CN1C(=O)NC2NC(=O)NC21 (centres undefined) | -1% | -11% | -9% | 1% | -5% | 6 | -6%
O=C(Nc1ccc(Cc2ccncc2)cc1)c1cc(F)c(F)cc1Cl | 0% | 0% | -7% | 1% | 1% | -38 | 13%
O=C(CSc1nnc(-c2ccccc2)o1)N1CCN(c2ccccc2)CC1 | 0% | -8% | ? | 2% | -6% | -13 | 0%
CCOC(=O)N1C2C=C(C)[C@@H]2[C@@H]2CC(=O)N21 (some centres undefined) | 5% | -15% | -6% | 4% | 5% | 10 | -1%
Cc1ccc(S(=O)(=O)NCCSCc2ccccc2)cc1 | -5% | -31% | 2% | 3% | -7% | -5 | -35%
O=C(Nc1ccc(Br)cc1)N1CCCCC1 | -4% | -8% | -3% | -10% | 1% | -6 | 0%
CCN(CC)S(=O)(=O)c1ccc(O)c(NC(=O)c2cc(-c3cc(OC)c(OC)c(OC)c3)nc3ccccc23)c1 | ? | -2% | -3% | -2% | -11% | . | 12%
COc1ccc(C(=O)NCC(c2cccnc2)N2CCN(c3ccc(F)cc3)CC2)cc1 (centres undefined) | . | . | 0% | . | -1% | -12 | -1%
CCNC(=O)C1(c2ccccc2)CCCC1 | -18% | . | -2% | 2% | 2% | -30 | 1%
CC1N=C(c2ccccc2Cl)c2cc(Br)ccc2NC1=O (centres undefined) | 15% | 4% | -8% | -10% | -1% | 1 | 10%
CC(=O)c1sc(=S)n(Cc2ccccc2)c1C | -7% | -11% | ? | -1% | 6% | ? | -5%
Cc1ccc(N/C=C/C(=O)c2ccccc2)cc1Br | -23% | -21% | ? | -1% | -6% | 223 | -2%
COc1ccc(OC)c(-c2csc(NC(=O)c3ccc(F)cc3)n2)c1 | 2% | -21% | -3% | 1% | -8% | -3 | 14%
CC(C)C(=O)Nc1c(C(=O)N2CCN(c3ncccn3)CC2)oc2ccccc12 | 19% | 76%[activator] | -1% | 5% | 2% | ? | 4%
CCC(=O)N1c2nc(-c3ccco3)nn2C2(CCCCC2)[C@@H]2CCCC[C@@H]21 | . | . | 18% | . | 7% | -4 | 40µM*
O=C(Nc1cccc(O)c1)c1cc(-c2ccccc2F)no1 | . | . | -3% | . | -13% | -6 | 2%
O=c1c(-c2ccc(Cl)cc2)coc2c(CN3CCOCC3)c(O)ccc12 | 3% | -17% | -16% | -3% | -2% | 41 | 0%
COc1cc2ccccc2cc1C(=O)OCC(=O)NC1CCS(=O)(=O)C1 (centres undefined) | -13% | 0% | -8% | 3% | -1% | 12 | -8%
Cc1cccc(C(=O)NCC(=O)OCc2cc(=O)n3nc(C4CCCCC4)sc3n2)c1 | . | . | -5% | . | -4% | 22 | 0%
CSCC[C@H](NS(=O)(=O)c1ccc(C(C)=O)cc1)c1nnc2ccccn12 | -6% | -16% | 0% | 2% | -4% | -21 | -27%
NS(=O)(=O)c1ccc(NC(=O)CSc2ncnc3ccccc23)cc1 | -6% | -25% | -8% | 0% | 6% | -38 | 0%
C[C@H]1CNC(=O)c2c(C(=O)Nc3ccc(CNC(=O)OC(C)(C)C)cc3)ncn21 | 93%[activator] | . | . | . | 0% | ? | .
CN1CCn2cnc(C(=O)Nc3ccc(CNC(=O)OC(C)(C)C)cc3)c2C1=O | -6% | . | . | . | 0% | -9 | .
COc1ccc(-n2c(=O)c(NC(=O)c3ccccc3)c3n(c2=S)CCCCC3)cc1 | 10% | -43% | -3% | 3% | -17% | 25 | 1%
CCCC(CCC(=O)Nc1cccc([N+](=O)[O-])c1)C(=O)O (centres undefined) | 1% | -15% | 1% | 1% | 8% | 41 | -1%
CN(C)c1ccc(C(=O)NCCCSc2ccccc2)cc1 | -22% | -20% | -3% | -4% | 1% | -10 | 0%
O=C(Cn1cnc2c(nnn2Cc2ccc(F)cc2)c1=O)NCc1ccccc1 | 9% | -8% | -4% | -4% | -1% | -10 | 3%
c1nc(N2CCCC2)c2[nH]cnc2n1 | -14% | -19% | ? | 4% | -3% | -1 | -7%
O=C(Nc1cc(C(F)(F)F)ccc1Cl)c1cc(-c2cccs2)nc2ccccc12 | . | . | 9% | . | 0% | 4 | -3%
CNC(=S)NNC(=O)c1ccc2c(c1)OCO2 | 89%[activator] | -8% | 5% | 1% | -4% | 13 | .
CCOC(=O)c1nn(-c2ccc(C)cc2)cc1C(=O)c1ccccc1 | -1% | -4% | -1% | -24% | . | 198 | -8%
CCOC(=O)c1c(S(=O)(=O)N2CCC(C(=O)NCc3ccc(F)cc3)CC2)c(C)n(C)c1C | . | . | 8% | . | 2% | 24 | -13%
CN1C(c2ccccc2)=NO[C@]1(C)c1ccccc1 | 2% | . | . | . | 2% | 44 | .
Cc1cc(NC(=O)CCC(=O)N(CC(=O)NC2CCCC2)c2ccccc2)no1 | -22% | -12% | ? | 0% | 0% | 27 | -28%
COc1ccc(-c2[nH]nc3nc(-c4cc(Br)ccc4OC)cc(C(=O)O)c23)cc1 | . | . | 13% | . | 3% | 20 | 4%
O=[N+]([O-])c1ccc(NCCCO)c(C(F)(F)F)c1 | -5% | 1% | 1% | -5% | -5% | -8 | 3%
Cc1ccc(OCCCC(=O)Nc2ccc(S(N)(=O)=O)cc2)cc1 | -14% | -34% | -4% | 3% | -1% | -6 | -13%
CN(CC(=O)Nc1ccccc1Br)C(=O)c1ccc2c(=O)n3c(nc2c1)CCC3 | -7% | 1% | ? | . | -4% | -1 | -8%
Cc1cc(C)cc(NC(=O)CSCc2nc3c(nnn3Cc3ccc(F)cc3)c(=O)[nH]2)c1 | 4% | . | . | . | 1% | -13 | .

Limited to Sm TGR inh, for five of the compounds above:
compound	Sm TGR inh
CC1N=C(c2ccccc2Cl)c2cc(Br)ccc2NC1=O (centres undefined)	10%
CC(=O)c1sc(=S)n(Cc2ccccc2)c1C	-5%
Cc1ccc(N/C=C/C(=O)c2ccccc2)cc1Br	-2%
COc1ccc(OC)c(-c2csc(NC(=O)c3ccc(F)cc3)n2)c1	14%
CC(C)C(=O)Nc1c(C(=O)N2CCN(c3ncccn3)CC2)oc2ccccc12	4%

The listing continues:
SMILES | AMA1 RON2 block | AmpC inh no detg | AmpC detergent | LmPK inhibitor | Tb PYK inh | HCMV antiviral | Sm TGR inh
CCN(CC)S(=O)(=O)c1ccc(N2CCOCC2)c(NC(=O)C(=O)c2c(-c3ccccc3)cc3ccccn23)c1 | -29% | 0% | 4% | 4% | . | -27 | 0%
Cc1ccc(/C=N/N2CCN(Cc3cccc4ccccc34)CC2)o1 | ? | 45% | ? | 5% | -12% | -18 | -19%
COc1ccc(Cc2nnc(NC(=O)C3CC(=O)N(c4ccc(OC)cc4)C3)s2)cc1 (centres undefined) | 7% | 54% | ? | -2% | -10% | 0 | 1%
O=C1NCCCC1C(=O)NCCN1C(=O)CCC1=O (centres undefined) | -23% | 4% | 0% | -6% | -6% | 4 | 6%
CCOc1ccccc1C(=O)N[C@H](C(=O)OCc1cc([N+](=O)[O-])cc2c1OCOC2)C(C)C | ? | -21% | -3% | 1% | -22% | -4 | -4%
COc1ccc(CCNC(=O)c2cc(S(=O)(=O)N(C)C)ccc2N2CCCC2)cc1OC | 1% | 32% | 3% | -6% | 1% | 23 | -11%
CCN(CC)C(=O)Cn1c(=O)cc(C)c2c(C)nn(-c3cccc(Cl)c3C)c21 | . | . | 3% | . | -2% | -21 | 3%
NS(=O)(=O)c1ccc(-c2ccc(/C=C3\C(=O)Nc4cc(Cl)ccc43)o2)cc1 | -11% | -52% | -3% | 4% | 3% | -14 | -23%
Clc1ccc(-c2cc3ccccc3[nH]2)cc1 | 0% | -44% | -3% | 3% | 3% | -17 | -22%
Cn1c(CC(=O)Nc2ccc(Cl)c(Cl)c2)nnc1SCC(=O)NCc1ccccc1 | -20% | -3% | -5% | 2% | -2% | -35 | 8%
CCOc1ccc(N(CC(=O)Nc2ccc(C)cc2)S(C)(=O)=O)cc1 | -5% | 4% | -9% | 7% | -1% | 66 | -13%
COc1ccc(F)cc1S(=O)(=O)NCCc1sc2nc(-c3ccc(F)cc3)nn2c1C | . | . | -1% | . | 4% | ? | -7%
